Tn7 DDE FP: inhibitors of Tn7 peptide binding to fibrin DD(E), primary screen, biochemical, fluorescence polarization, human fibrin, Tn7 probe; hit rate 0.13% among 370,000; inhibition, % at 8.3 µM; FP displacement of FITC-Tn7 peptide from fibrin DD(E); 0% = median of compound wells per plate; AID 720508, 2013; Fibrinogen beta chain (Homo sapiens), P02675;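 active means inhibition above the mean of compounds falling within the control limits plus 3 SD of them, cut at about 14% in these data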;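 further: 0% = plate median of compound wells and 100% = 10 µM Aha-Tn7 peptide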
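Measure: % inhibition scaled between sample-field median and high-control FP; Test system: human fibrin DD(E); Quantity: 2 µM final DD(E) protein; Doses: one dose, 8.3 µM nominal; Schedule: compound with protein 10 min, then 3 h after probe, room temperature; Detection: fluorescence polarization; Medium: Tris buffer with calcium and detergent, pH 7.8.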
LEDGF integ inh: blockers of LEDGF/p75-dependent integrase strand transfer – biochemical, TR-FRET, high throughput, primary screen | HIV-1 integrase (with human LEDGF/p75) | TR-FRET IN-LEDGF/p75 DNA integration, Eu/Cy5 | inhibition, % at 3.7 µM | hit rate 0.64% among 370,000 | AID 743269, 2014;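 active means inhibition above the screen-wide mean plus 3 SD, cut at about 13% in these data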;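 further: signal is the Cy5 over europium emission ratio at 671 and 618 nm; 0% = plate median of compound wells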
TDP2 absorb: human TDP2 enzyme inhibitors, primary screen, biochemical, epi absorbance, recombinant enzyme; inhibition, % at 12.8 µM; hit rate 0.34% among 370,000; Tyrosyl-DNA phosphodiesterase 2 (Homo sapiens), O95551; T5PNP hydrolysis, p-nitrophenol absorbance 415 nm;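 active means inhibition above the mean of all tested compounds plus 3 SD, set per campaign, cut at about 25% in these data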;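 further: 0% = DMSO with enzyme and 100% = buffer with substrate but no TDP2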
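System – recombinant human TDP2 · Quantity – TDP2 enzyme at 120 nM final · Doses – single concentration, 12.8 µM nominal, with 1% DMSO · Incubation – 2 h at 37 °C · Measured by – epi absorbance of p-nitrophenol freed from T5PNP by hydrolysis · Read-out – % inhibition relative to enzyme-containing and enzyme-free wells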
PRMT1 inh: PRMT1 methyltransferase inhibitors, primary screen, biochemical, fluorescence polarization. Protein arginine N-methyltransferase 1 (Homo sapiens), Q99873. recombinant PRMT1, activity-based probe fluorescence polarization. inhibition, % at 2.79 µM. hit rate 1.3% among 370,000. AID 652257, 2013;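 active means inhibition above about 21% made by adding two undisclosed values, limit read from the data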
UHRF1 MBD2 ctr: UHRF1 methylated DNA binding inhibitors, primary screen, counter-screen for MBD2 inhibitor project, biochemical, TR-FRET, human UHRF1, single concentration | AID 687016, 2013 | UHRF1 binding to methylated oligo | inhibition, % at 4.4 µM | E3 ubiquitin-protein ligase UHRF1 (Homo sapiens), Q96T88 | hit rate 0.75% among 370,000; in the data active means inhibition above about 21%;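 further: UHRF1 SRA domain binding a hemimethylated CpG hairpin DNA probe; 0% = median of test compound wells and 100% = reference inhibitor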
HTRA1 inh: HTRA1 serine protease inhibitors, primary screen, biochemical, fluorescence polarization, HTS. Q92743. recombinant HTRA1, FP-rhodamine activity-based probe. inhibition, % at 5.96 µM. hit rate 0.5% among 340,000; in the data active means inhibition above about 36%;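 further: 0% = enzyme with DMSO and 100% = wells lacking enzyme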
Target sequence (Q92743 whole entry, looked up): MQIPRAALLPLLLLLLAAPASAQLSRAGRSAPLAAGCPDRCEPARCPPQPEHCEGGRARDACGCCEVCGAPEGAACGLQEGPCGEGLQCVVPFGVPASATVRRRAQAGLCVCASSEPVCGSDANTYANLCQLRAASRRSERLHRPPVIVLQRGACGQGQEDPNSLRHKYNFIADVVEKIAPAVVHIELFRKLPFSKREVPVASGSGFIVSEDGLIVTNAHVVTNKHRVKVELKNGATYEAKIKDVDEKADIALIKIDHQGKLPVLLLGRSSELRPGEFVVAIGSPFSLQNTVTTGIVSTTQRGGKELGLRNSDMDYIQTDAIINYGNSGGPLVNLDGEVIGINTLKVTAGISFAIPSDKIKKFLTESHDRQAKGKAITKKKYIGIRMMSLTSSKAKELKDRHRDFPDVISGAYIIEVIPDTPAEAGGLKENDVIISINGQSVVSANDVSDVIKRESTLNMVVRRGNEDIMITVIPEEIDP
mABHD4 FP: ABHD4 inhibitors, primary screen, biochemical, fluorescence polarization, mouse | purified mABHD4, FP-Rh probe fluorescence polarization | inhibition, % at 8.92 µM | hit rate 0.54% among 370,000;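 active means inhibition exceeding the mean over every tested compound plus 3 SD, cut at about 30% in these data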;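 further: 0% = plate median of compound wells and 100% = S159A mutant with DMSO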
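Doses – 8.92 µM, single dose · Material – wild-type mouse ABHD4 protein · Replication – single well per compound (singlicate) · Measure – percent inhibition of probe binding, normalized to plate controls · Schedule – 45 min compound pre-incubation plus 60 min probe step, 25 °C · Detection – fluorescence polarization with parallel and perpendicular emission, 525/598 nm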
SIAE primary: human SIAE inhibitors, primary screen, biochemical, fluorescence polarization, FP-Rh probe, 1536-well HTS | SIAE FP-Rh probe binding | inhibition, % at 9.66 µM | hit rate 0.69% among 370,000 | AID 1053197, 2014;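 active means inhibition above a cutoff: mean of compounds within the control limits plus 3 SD of those, cut at about 17% in these data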;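 further: 0% = plate median of compound wells and 100% = probe without SIAE protein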
Target sequence (Q9HAT2 whole entry, looked up): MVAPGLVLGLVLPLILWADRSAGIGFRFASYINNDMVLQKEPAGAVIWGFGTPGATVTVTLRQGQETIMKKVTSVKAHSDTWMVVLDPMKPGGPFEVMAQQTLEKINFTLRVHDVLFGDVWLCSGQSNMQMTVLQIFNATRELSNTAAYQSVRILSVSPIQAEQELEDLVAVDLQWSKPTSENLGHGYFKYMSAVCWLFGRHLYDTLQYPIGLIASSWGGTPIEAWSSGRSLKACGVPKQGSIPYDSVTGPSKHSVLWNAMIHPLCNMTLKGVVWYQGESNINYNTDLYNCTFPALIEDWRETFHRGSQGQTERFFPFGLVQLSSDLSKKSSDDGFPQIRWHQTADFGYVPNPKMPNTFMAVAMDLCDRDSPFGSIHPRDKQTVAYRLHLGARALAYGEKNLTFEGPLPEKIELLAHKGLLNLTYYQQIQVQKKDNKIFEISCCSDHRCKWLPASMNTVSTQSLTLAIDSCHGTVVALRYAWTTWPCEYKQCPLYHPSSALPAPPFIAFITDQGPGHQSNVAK
TCR CD3 inh: inhibitors of human TCR-CD3 interaction, primary screen, biochemical, fluorescence, TAMRA-labeled TCR probe; inhibition, % at 9.4 µM; T-cell receptor (TCR); hit rate 0.37% among 360,000; in the data active means inhibition above about 19%;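 further: recombinant mutant TCR 2C K166C tagged with TAMRA read by polarization; 0% = receptor in buffer alone and 100% = receptor with positive control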
PG9 binder: binders of HIV-1 gp120 antibody PG9, primary screen, biochemical, TR-FRET; HIV-1 gp120 / PG9 antibody interaction; TR-FRET gp120-PG9 antibody binding; inhibition, % at 6.7 µM; hit rate 0.43% among 360,000; in the data active means inhibition above about 8.5%
An asterisk follows results filed as active; / = no result given.

#	Compound	TDP2 absorb	HTRA1 inh	TCR CD3 inh	PRMT1 inh	LEDGF integ inh	mABHD4 FP	Tn7 DDE FP	UHRF1 MBD2 ctr	PG9 binder	SIAE primary
1	Cc1cccc(C2CC3(CC(C)(C)NC(=S)N3)Oc3cc(O)ccc32)c1 (centres undefined)	-6	/	-5	16	-2	-4	6	2	1.2	-5
2	CS(=O)(=O)c1ccc(Cl)c(NC(=O)COc2ccc3c(c2)CCC3)c1	-9	-4	7	-7	-3	4	-5	-2	-0.2	4
3	CCOC(=O)[C@]12CCCC=C1N(CCC1=CCCCC1)C(=O)[C@H](CC(=O)NCc1ccccc1)C2	2	/	8	0	1	-3	-10	-1	-1.6	2
4	COC(=O)c1ccc(OCC(O)CN2CCOCC2)cc1 (centres undefined)	-4	9	7	-2	-2	6	-3	-3	-1.3	-8
5	CN1OC[C@@H]2CN(S(=O)(=O)c3cccc(C(F)(F)F)c3)[C@H](c3ccc(-c4cc5ccccc5o4)cc3)C[C@@H]21	-3	0	0	-1	5	1	-9	-2	-1.0	1
6	CC(=O)Nc1ccccc1O	2	0	1	-1	0	1	0	-2	-1.8	2
7	COc1ccc(CC(=O)NNC(=O)c2ccco2)cc1OC	-1	2	-10	4	-3	-3	1	1	-0.2	8
8	CN(Cc1cnn(C)c1)C(=O)c1cc(COc2c(F)cccc2F)on1	6	3	3	-1	2	-1	-7	-2	-1.5	3
9	CCNC(=S)N1CCc2cc(OC)c(OC)cc2C1COc1ccc(OC)cc1 (centres undefined)	-5	-14	-2	0	-2	-3	3	-3	0.9	5
10	CCCCNc1ncnc2c1cnn2-c1ccccc1	1	-6	4	-2	0	-5	-1	-1	-1.1	-3
11	O=C(Nc1cccc2nsnc12)c1cc2c(cc1Cl)Sc1nccn1S2(=O)=O	0	-7	2	14	0	12	-3	-4	-0.6	1
12	Cc1c(Cl)cccc1NS(=O)(=O)c1cccc2nsnc12	3	0	5	-2	0	-3	-4	-2	-1.8	0
13	CCC(=O)N=C1SC2CS(=O)(=O)CC2N1c1cccc(OC)c1 (centres undefined)	-4	2	3	3	-2	-8	2	8	-0.2	-5
14	COc1ccc(C(C)=O)cc1CC(=O)NCCCn1ccnc1	-1	2	-12	6	-3	2	-7	1	-0.2	-1
15	CNS(=O)(=O)c1cccc(C(=O)OCCCC(=O)c2ccccc2)c1	1	4	0	1	2	-5	-4	1	0.3	-5
16	CCCn1c(SCCc2ccccc2)nc2c1c(=O)[nH]c(=O)n2C	-8	-5	5	5	-3	2	0	-2	-2.9	3
17	CCOc1ccc(NC(=O)CNC(=O)c2ccc(OC)c(OC)c2)cc1	3	5	4	0	0	2	-6	0	-2.8	-1
18	Cc1ccc(OCC(=O)NCCNC(=O)c2ccco2)cc1	-17	6	0	-4	-1	-1	-5	0	-2.0	-8
19	O=C(CN1C(=O)c2ccccc2C1=O)OCc1nc2ccsc2c(=O)[nH]1	6	-1	2	4	1	7	-9	-2	-1.3	-6
20	O=C(Nc1ccccc1N1CCCCC1)c1cnccn1	2	-3	1	-5	-3	-3	-3	3	-0.8	2
21	CCNC(=O)C1CCCN(C(=O)c2cccc(C#N)c2)CC1 (centres undefined)	-3	/	-7	-4	1	4	-3	2	-1.0	-1
22	COc1ccc(CN2C(=O)C(CC(=O)NCC3CCCCC3)CC(C(=O)N(C(C)C)C(C)C)=C2C)cc1 (centres undefined)	-8	-3	-1	8	0	-6	7	21	0.2	-1
23	CCOC(=O)CC[C@H]1CC[C@]2(CCCN(C(=O)c3ccco3)C2)O1	-1	/	/	1	-4	0	-3	2	/	3
24	COc1ccc(CCN(C)C(=O)c2cc(=O)c3ccccc3o2)cc1OC	-3	2	-1	-2	4	-1	0	0	0.8	2
25	Cc1ccccc1OCC(=O)NCC(=O)OCc1ccc(Br)cc1	5	-9	2	0	-4	-10	6	-1	-2.4	3
26	O=C1c2ccccc2NC(c2ccccc2)N1Cc1ccccc1 (centres undefined)	1	-9	-7	2	2	-5	3	2	-2.1	3
27	Cc1cc(=O)[nH]c(SCC(=O)N2c3ccccc3CC2C)n1 (centres undefined)	-3	1	12	0	-5	2	5	0	-3.6	3
28	O=C1NC(c2ccccc2)CCO1 (centres undefined)	9	5	0	-3	0	4	-2	-4	-0.3	3
29	NNC(=O)c1cc2ccccc2[nH]1	-4	-23	-1	0	0	-13	7	-2	-0.5	-5
30	CCCNC(=O)C(Cc1ccccc1F)NC(=O)c1ccccn1 (centres undefined)	1	-3	1	0	-2	2	10	0	-0.2	4
31	O=[N+]([O-])c1cn(Cc2ccccc2)cn1	0	9	4	-3	-1	1	4	-4	-0.4	2
32	NS(=O)(=O)c1ccc(NNC(=O)c2ccccc2C(=O)O)cc1	-2	/	3	-7	3	-2	2	0	-1.4	4
33	Cc1ccc(CNc2cccnc2)cc1	-3	4	1	2	3	3	-9	-6	-2.6	4
34	CC(=O)N(Cc1ccc(Cl)cc1)c1cnccn1	1	3	-9	-4	4	-1	5	-4	-0.4	-2
35	CC[C@@]12C(=O)N(c3ccc(OC)cc3)C(=O)N1[C@H](c1ccc(Cl)cc1)[C@@H]1C(=O)N(C3CCCCC3)C(=O)[C@@H]12	13	-13	17	-1	-2	2	16*	2	-0.8	3
36	COc1ccc(/C=N/NC(=O)c2ccc(CSc3nc(C)cc(C)n3)cc2)c(OC)c1OC	0	-29	4	-5	4	-11	-9	-4	-1.9	3
37	CC(C)OCCCn1c(SCC(=O)N2CCCC2=O)nc2ccccc2c1=O	-10	5	2	0	-2	3	1	-1	-2.5	-7
38	Oc1cccc(NC(=S)N=Nc2c(O)[nH]c3ccc(Br)cc23)c1	-14	10	-2	-2	-7	22	-4	-7	-1.1	9
39	Cc1ccc(C)c(NC(=O)/C(C#N)=C/c2ccc[nH]2)c1	9	-6	-1	-2	-1	4	3	-2	-2.0	2
40	O=C(O)c1ccc2oc(=O)c(S(=O)(=O)c3ccccc3)cc2c1	19	-1	-3	0	1	-4	-3	-1	-2.9	0
41	Cc1cccc2cc(C(c3nnnn3C(C)(C)C)N(Cc3ccco3)CC3CCCO3)c(=O)[nH]c12 (centres undefined)	-10	2	3	10	1	-2	4	8	2.2	5
42	c1ccc(CCCN2CCOCC2)cc1	12	3	1	0	6	7	0	-3	1.4	2
43	CCOC(=O)c1sc(NC(=O)CN2C(=O)NC3(CC(C)CC(C)(C)C3)C2=O)cc1C (centres undefined)	-16	-42	1	-2	4	-37	2	1	-2.1	-20
44	CCOc1ccc(N(CC(=O)N2CCCCCC2)S(C)(=O)=O)cc1	-3	-9	-14	7	-6	-5	10	1	-1.3	-3
45	Cc1cc(NS(=O)(=O)c2ccc3c(c2)CCC(=O)N3)ccc1Cl	10	/	/	-8	-4	-15	13	-1	/	6
46	NS(=O)(=O)c1ccc(CCNC(=O)CSc2ccc(Cl)cc2)cc1	-6	-3	2	-3	-2	7	-7	2	-2.0	5
47	COc1ccc(S(=O)(=O)N2CCCC2CNC(=O)C(=O)Nc2ccc(C)cc2)cc1 (centres undefined)	13	-12	1	2	2	-3	-4	1	2.1	2
48	Cc1ccc(CCC(=O)Nc2ccc(N(C)C)cc2)o1	0	2	-1	-2	-2	3	3	0	-6.6	8
49	CCNC(=O)c1ccc(OCC(=O)Nc2ccc(F)cc2)c(OC)c1	12	1	5	-1	1	3	-1	0	-1.6	0
50	Cc1cccc(NC(=S)N2CCCCC2)c1	16	5	7	-4	3	1	-1	-1	-0.3	12

Complete entries as entered above. Order of values: TDP2 absorb | HTRA1 inh | TCR CD3 inh | PRMT1 inh | LEDGF integ inh | mABHD4 FP | Tn7 DDE FP | UHRF1 MBD2 ctr | PG9 binder | SIAE primary
CC[C@@]12C(=O)N(c3ccc(OC)cc3)C(=O)N1[C@H](c1ccc(Cl)cc1)[C@@H]1C(=O)N(C3CCCCC3)C(=O)[C@@H]12 is entered as 13 | -13 | 17 | -1 | -2 | 2 | 16* | 2 | -0.8 | 3
O=C(O)c1ccc2oc(=O)c(S(=O)(=O)c3ccccc3)cc2c1 is entered as 19 | -1 | -3 | 0 | 1 | -4 | -3 | -1 | -2.9 | 0
Cc1ccc(C)c(NC(=O)/C(C#N)=C/c2ccc[nH]2)c1 is entered as 9 | -6 | -1 | -2 | -1 | 4 | 3 | -2 | -2.0 | 2

Additional structures:
#	Compound	TDP2 absorb	HTRA1 inh	TCR CD3 inh	PRMT1 inh	LEDGF integ inh	mABHD4 FP	Tn7 DDE FP	UHRF1 MBD2 ctr	PG9 binder	SIAE primary
51	Cc1noc(COc2ccccc2OCC(N)=O)c1Cl	-2	-3	-3	2	-8	5	-3	0	-0.5	0
52	CC(C)(CCl)C(=O)Nc1ccc(C(F)(F)F)cc1	9	-11	9	3	3	-9	-8	1	-0.2	-4
53	CC(C)c1cc(-c2cc(C(=O)Nc3ccccc3)on2)nc(NC2CCCC2)n1	-10	-53	8	-2	-2	-21	5	-2	-0.9	-29
54	Cc1ccc(C(=O)NCCn2cc(SCC(=O)Nc3cc(C)on3)c3ccccc32)cc1	-7	-14	4	0	4	-2	-5	0	-3.1	-2
55	CC(C)(C)NC(=O)C(c1cccnc1)N(C(=O)c1cnc[nH]1)c1ccc(C(C)(C)C)cc1 (centres undefined)	4	/	/	-4	5	-2	-2	-1	/	-1
56	Cn1nccc1-c1coc2c(C(=O)NCc3ccccc3)cccc12	5	/	7	-1	0	-4	1	-2	-1.0	-3
57	CCOCC(=O)Nc1ncc(S(=O)(=O)c2ccc([N+](=O)[O-])cc2)s1	-5	-1	1	4	-2	4	4	-1	-2.6	-1
58	COc1cc(Cl)c(C)cc1NC(=O)COC(=O)C1CC1C (centres undefined)	-9	3	6	-2	0	-2	-1	1	1.2	-2
59	O=C(NCC(c1ccco1)N1CCN(c2ccc(F)cc2)CC1)c1cccs1 (centres undefined)	5	-4	-5	1	-2	4	-1	1	2.7	-2
60	COC(=O)c1cc(S(=O)(=O)NCC(C)c2ccccc2)cn1C (centres undefined)	-8	-2	-4	3	-3	-5	-2	5	1.3	-2
61	O=C(CSCc1c(F)cccc1Cl)Nc1ccccc1C(=O)N1CCOCC1	10	7	4	-3	1	0	1	-3	-0.4	0
62	O=S1(=O)CCN2N=C(C34CC5CC(CC(C5)C3)C4)SC2=N1	-6	9	-8	9	-2	-11	-3	6	1.7	-5

Compound activity (PubChem)
